Compound activity as filed in PubChem BioAssay.
3T3 cytotox – NIH 3T3 cell cytotoxicity; NIH 3T3 viability, CellTiter-Glo ATP luminescence, 48-72 h; Potency, µM (series often up to 96.7 µM), for inactives: top-dose activity change, negative = cytotoxicity, actives largely listed as inhibitors; 94,000 compounds, 4.3% hits; AID 1345082; also: potency is read from the fitted curve at half-maximal effect; nearly all actives have a fitted effect of over 55% in size
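Mouse fibroblast NIH 3T3 cells, 400 per well, received compound via pintool and were incubated for 48 or 72 hr prior to CellTiter-Glo ATP luminescence measurement.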
Luciferase inh – Photinus pyralis luciferase inhibition; AID 1347043; purified P. pyralis luciferase, luminescence, biochemical; Potency, µM (top dose mostly 115 µM), for inactives: at the top dose activity change, negative = inhibition, most hits filed as inhibitors; 76,000 compounds, 2.5% hits; P08659; also: potency is read from the fitted curve at half-maximal effect; nearly all actives have a fitted effect of over 65% in size
Target sequence (P08659 whole entry, looked up): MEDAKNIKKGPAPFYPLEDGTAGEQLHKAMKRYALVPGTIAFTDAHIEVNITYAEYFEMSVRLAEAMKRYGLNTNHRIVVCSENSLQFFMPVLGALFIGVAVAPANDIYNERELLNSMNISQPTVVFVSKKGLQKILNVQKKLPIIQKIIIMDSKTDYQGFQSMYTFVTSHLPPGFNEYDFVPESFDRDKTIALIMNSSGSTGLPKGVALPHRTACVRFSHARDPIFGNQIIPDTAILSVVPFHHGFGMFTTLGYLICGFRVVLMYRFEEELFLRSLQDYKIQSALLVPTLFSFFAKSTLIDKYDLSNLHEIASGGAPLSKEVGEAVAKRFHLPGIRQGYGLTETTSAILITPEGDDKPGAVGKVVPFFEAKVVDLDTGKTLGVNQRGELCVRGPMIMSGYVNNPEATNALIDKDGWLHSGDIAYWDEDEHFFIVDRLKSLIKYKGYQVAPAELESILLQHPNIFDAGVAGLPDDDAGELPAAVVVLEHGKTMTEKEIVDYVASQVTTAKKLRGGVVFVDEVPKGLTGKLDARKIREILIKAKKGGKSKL
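Purified P. pyralis luciferase (10nM final) in 50mM Tris acetate pH 7.5, 10mM Mg acetate, 0.01% Tween-20, 0.05% BSA with 10uM D-luciferin and 10uM ATP. Compounds titrated qHTS. Luminescence imaged on CCD.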
GPT2 inh – blocks human glutamate pyruvate transaminase 2 | Q8TD30 | Recombinant GPT2, coupled pyruvate oxidase/HRP Amplex Red fluorescence | Potency, µM (highest dose often 57.7 µM), inactives show at the highest dose activity change, negative = inhibition, usual class: inhibitors | 100,000 compounds, 0.25% hits; also: potency is read from the fitted curve at half-maximal effect; nearly all actives have a fitted effect of over 60% in size; many of its hits are not listed in these tables
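GPT2 10ng/uL, a-KG 250uM, L-Ala 2mM, HEPES pH7.5 + 0.0001% Tween; 30 min RT. Then Amplex mix (PO/HRP/ThPP), 30 min RT dark, fluorescence. AOA 50uM used as positive control.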
HEK cytotox – cytotoxic compounds in HEK 293 cells. AID 1345083. Potency, µM (series often up to 115 µM), for the others: at the highest dose activity change, negative = cytotoxicity, actives largely listed as inhibitors. HEK 293 viability, ATP luminescence (CellTiter-Glo), 48-72 h. 94,000 compounds, 6.6% hits; also: potency is read from the fitted curve at half-maximal effect; nearly all actives have a fitted effect of over 60% in size
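HEK 293 cells at 250 cells/well were exposed to compounds by pintool transfer for 48 or 72 hr at 37 degree Celsius, 5% CO2. Viability was read as ATP-coupled luminescence with CellTiter-Glo after 10 min at room temperature.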
SNCA viab count – reduces viability of HEK-293 SNCA reporter cells | HEK-293-SNCA-luc viability, GF-AFC fluorescence, 24 h | Potency, µM (series often up to 57.1 µM), for inactives: at the top dose activity change, negative = cytotoxicity, actives largely listed as cytotoxic | 150,000 compounds, 0.12% hits | AID 1671193;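 also: potency is read from the fitted curve at half-maximal effect; 0% = DMSO-treated cells and -100% = medium-only wells without cells; nearly all actives have a fitted effect of over 30% in size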
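Cytotoxicity counterscreen: after 24 h compound treatment of genome-edited SNCA-luciferase HEK-293 cells, live-cell protease substrate GF-AFC read by fluorescence after 30 min; activity scaled between DMSO (0%) and medium-only (-100%), curves Hill-fitted.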
SNCA expr inhib – inhibitors of alpha-synuclein (SNCA) gene expression; 140,000 compounds, 0.17% hits; Potency, µM (series often up to 57.2 µM), for the others: top-dose activity change, negative = inhibition, most hits filed as inhibitors; AID 1671194; HEK-293 SNCA-luciferase knock-in, luminescence, 24 h;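 also: potency is read from the fitted curve at half-maximal effect; plate controls were DMSO cells for no effect and cell-free wells for full effect; nearly all actives have a fitted effect of over 45% in size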
IP6K1 inhibitor – blocks human inositol hexakisphosphate kinase 1. 140,000 compounds, 0.81% hits. activity change, % (series mostly up to about 58 µM). AID 1645851. IP6K1 kinase, ADP-Glo luminescence, 2 h; stronger effect = lower value. Q92551; in the data active = activity change below about -25%
Target sequence (Q92551 whole entry, looked up): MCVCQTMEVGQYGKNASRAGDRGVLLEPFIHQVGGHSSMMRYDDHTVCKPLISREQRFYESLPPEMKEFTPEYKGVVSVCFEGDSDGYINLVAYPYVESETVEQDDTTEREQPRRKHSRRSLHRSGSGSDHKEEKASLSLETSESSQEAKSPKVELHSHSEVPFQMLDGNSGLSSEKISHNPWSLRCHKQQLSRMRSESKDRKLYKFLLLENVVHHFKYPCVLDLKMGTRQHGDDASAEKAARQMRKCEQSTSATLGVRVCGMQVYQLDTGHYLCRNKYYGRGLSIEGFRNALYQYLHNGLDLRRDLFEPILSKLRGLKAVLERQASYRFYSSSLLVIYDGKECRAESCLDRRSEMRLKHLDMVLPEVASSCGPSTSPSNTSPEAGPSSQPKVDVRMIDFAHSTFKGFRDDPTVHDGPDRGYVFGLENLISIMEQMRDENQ
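ADP-Glo luminescence measures ADP made by human IP6K1 during a 2 h RT reaction with ATP/IP6 (mix at 1.3 mM/130 uM); top library doses 57.5 and 19.1 uM final.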
* marks the source's active call; other numbers are inactive results; i = inactive; u = inconclusive; x = not tested or not shown; [ ] = another dose, or the depositor's remark. Unless noted, calls follow the shape of the dose curve; as a rule, active = well fitted curve in the direction sought with a large enough effect; inconclusive = small, poorly fitted or top-dose-only effect, or another doubt; inactive = no such curve, though single readings can be large; an effect the other way counts as inactive or inconclusive. Unless noted, % is scaled to controls: 0 for no effect and ±100 for the full control effect. Not all compounds are listed; the hit share may differ from the screen's.

Second line of a record: 3T3 cytotox | Luciferase inh | GPT2 inh | HEK cytotox | SNCA viab count | SNCA expr inhib | IP6K1 inhibitor
O=C(c1ccccc1F)N1CCC(N2CCOC2=O)CC1
    i | x | i | 1% | 10% | 29% | 1
CC(=O)OC1CCC2(C)C(CCC3(C)C2CC=C2C4C(C)C(C)CCC4(C)CCC23C)C1(C)C(=O)O (centres undefined)
    x | x | i | x | -14%[23.9 µM] | x | 1
CCCCN1C(=O)[C@@H]2C[C@@H](O)CN2C2(CN(Cc3cccc(OC(F)(F)F)c3)C2)C1=O
    -4% | 3% | -11% | -1% | -6% | 3% | -1
CC1=C(C(N)=O)C(c2cccc(F)c2)n2nc(SCc3ccccc3)nc2N1 (centres undefined)
    x | x | x | x | 11% | -2% | -1
CN1C(=O)[C@@H]2C[C@@H](CN2C(=O)COc2ccccc2)Oc2ccccc21
    i | -3%[172 µM] | -6%[88.5 µM] | 0%[172 µM] | -2%[87.6 µM] | -4%[87.6 µM] | -3
CNC(=O)N1CCC(C2CCN(C(=O)NC(C)C)C2)CC1 (centres undefined)
    -1% | 1% | i | 2% | 4%[12.5 µM] | -9% | 15
O=C(NCC1CC1)[C@@H]1CCCN1c1nccc(Nc2ccccc2Cl)n1
    u | x | 3% | u | -1%[12.5 µM] | -30% | 6
Cc1cc(Cn2cnc3c2C[C@@H](C(=O)O)N(C(=O)C(c2ccccc2)c2ccccc2)C3)ccc1N
    x | x | -5% | x | -5% | 5% | x
CCOC(=O)c1cc2c(=O)n3ccccc3nc2n(CC(C)C)c1=NC(=O)c1cc2ccccc2o1
    x | x | x | x | 8% | 12% | -2
CCOC(=O)C1CCCN(Cc2cn3c(-c4cccc(Br)c4)nnc3s2)C1 (centres undefined)
    x | x | x | x | -12% | u | 3
CCc1ccc(NCc2cc3ccc(OC)cc3n(CC(=O)Nc3ccccc3C)c2=O)cc1
    x | x | x | x | -6% | -12% | 2
COc1ccc(-c2cc(-c3ccccc3)nc(SCC(=O)Nc3ccccc3C)c2C#N)cc1
    x | x | x | x | 0% | -15% | -6
CCOC(=O)C1CCCN(CCC(=O)Nc2ccc(OC)cc2OC)C1 (centres undefined)
    x | x | x | x | 0% | 32%[activator] | 24
Cc1ccc(C)c(C(=O)N2CCC(c3n[nH]c(=O)n3-c3ccccc3)CC2)c1
    -28% | 9% | -3% | -4% | 2% | 6% | -8
C=CCOc1c(OC)ccc2c1CN(Cc1ccco1)C(=O)CCN2C[C@@H](O)COCc1ccccc1
    u | x | x | u | x | x | -1
CCn1nc(C)c(CCN(C)C(=O)Nc2ccc(C)c(Cl)c2)c1C
    x | x | x | x | -2% | 58%[activator] | 17
Cc1nc2c(C)cccc2cc1C(=O)N1CCC2(CCNCC2)CC1
    -12% | 10% | i | -30% | u | 4% | 11
O=C(O)CC1CCCCN(Cc2ccccc2)C1=O (centres undefined)
    -17% | 4% | 5% | -18% | 10% | 21% | 28
COC[C@@H]1CN(C(=O)CCc2ccc(OC)cc2)C[C@H]1c1ccncc1
    -28% | -11% | -18% | -4% | u | 17% | -8
Cc1ccc(CN2C[C@@H]3C(=O)N(CCCN4CCCC4=O)C(=O)[C@@H]3C2)cc1
    -4% | 1% | 4% | 7% | -10% | 3% | 9

2 entries from above, with each value named.
> O=C(c1ccccc1F)N1CCC(N2CCOC2=O)CC1
  3T3 cytotox: i
  Luciferase inh: x
  GPT2 inh: i
  HEK cytotox: 1%
  SNCA viab count: 10%
  SNCA expr inhib: 29%
  IP6K1 inhibitor: 1
> CC(=O)OC1CCC2(C)C(CCC3(C)C2CC=C2C4C(C)C(C)CCC4(C)CCC23C)C1(C)C(=O)O (centres undefined)
  3T3 cytotox: x
  Luciferase inh: x
  GPT2 inh: i
  HEK cytotox: x
  SNCA viab count: -14%[23.9 µM]
  SNCA expr inhib: x
  IP6K1 inhibitor: 1

Going on with the list:
Second line of a record: 3T3 cytotox | Luciferase inh | GPT2 inh | HEK cytotox | SNCA viab count | SNCA expr inhib | IP6K1 inhibitor
O=C(NC1CCCN(c2cc(-c3ccccc3)[nH]n2)C1)c1ccc2cc[nH]c2c1 (centres undefined)
    u | 14µM* | u | u | u | 12% | 12
O=C1CCN(S(=O)(=O)c2ccccc2)CCCN(Cc2cccc(F)c2)CCN1
    -30% | -11% | u | -23% | 0% | 12% | 4
O=C(COCC1CCCO1)N1CCc2onc(-c3ccc4c(c3)OCO4)c2C1 (centres undefined)
    -6% | 4% | -6%[11.5 µM] | -3% | 3% | -2% | 24
Cc1ccc(S(=O)(=O)N2CC(C(=O)NCc3ccncc3)C3(CCOCC3)C2)c(C)c1 (centres undefined)
    -23% | 1% | -12% | -24% | 1% | 12% | 27
Cc1cccc(C(=O)Nc2cccc(C(=O)OCc3cc(=O)n4nc(C5CC5)sc4n3)c2)c1
    x | x | x | x | -16% | 122%[activator] | -8
CNC(=O)[C@H]1C[C@H](Oc2cccnc2)CN1C(=O)NC(C)C
    -3% | 0% | -3% | -9% | -2% | -20% | -4
CN(C)C(=O)C1CCN(C(=O)N2CC3CC(C2)[C@H]2CCCC(=O)N2C3)CC1 (some centres undefined)
    -6% | 5% | i | 2% | -2% | 2% | 16
O=C(O)COCC(=O)N[C@H]1CCN2C(=O)c3cc(-c4ccccc4)ccc3NC(=O)[C@H]12
    0%[174 µM] | -9%[172 µM] | 0%[88.5 µM] | 1%[172 µM] | 4%[87.6 µM] | -17%[87.6 µM] | 8
C=CCn1cc2c3c(cccc31)[C@H](CC(C)C)N[C@H](C(=O)NCC1CC1)C2
    u | 1%[172 µM] | -3%[88.5 µM] | 79µM* | -16%[87.6 µM] | 1%[87.6 µM] | 6
COc1ccc(-c2nn3c(=O)cc(CN4CCN(C(=O)/C=C/c5ccccc5)CC4)nc3s2)cc1
    x | x | x | x | -4% | 25% | 12
O=C(O)c1[nH]ncc1CN1CCC(N2CCC(C(=O)NCC3CCCO3)CC2)CC1 (centres undefined)
    -1% | -7% | 2% | 3% | 3% | 0% | 5
COc1ccc(C(=O)Nc2cc(NC(=O)c3ccco3)ccc2OC)cc1Cl
    x | x | x | x | 19% | 21% | 39
COc1ccc(CN2CCCC3(C2)CN(C)C(=O)O3)cc1C(=O)O (centres undefined)
    i | -2% | i | 5% | 4% | 1% | 21
CCCC(C(=O)OCCN(CC)CC)(c1ccccc1)c1ccccc1
    x | x | -1% | x | -6% | -20% | 8
Cc1cccc(-c2c3c(=O)n(C)c(=O)n(C)c3c3c(C)nc4ccccc4n23)c1
    x | x | x | x | -6% | 20% | -20
CN1CCC(OC2CCN(C(=O)C(C)(C)C)CC2)CC1
    -1% | 1% | i | -8% | -4% | -8% | -9
O=C1N(C2CCN(S(=O)(=O)c3cnc[nH]3)CC2)C(c2ccncc2)C12CCCCC2 (centres undefined)
    -10% | -2% | 0% | 3% | 3%[12.5 µM] | -17% | -2
C[C@@H](NC(=O)[C@@]1(O)C[C@@H](O)[C@H](O)[C@@H](NC(=O)Nc2ccc(OC(F)(F)F)cc2)C1)C(N)=O
    -22% | -5% | -17% | -26% | 6% | 6% | 13
CC(=O)N1CC2(Cc3ccccc31)CN(C(=O)c1ccccc1)C2
    -23%[138 µM] | 4%[172 µM] | -9%[88.5 µM] | -5%[172 µM] | 12%[87.6 µM] | 12%[87.6 µM] | 1
O=C(c1cc(F)cc(F)c1)N1CCC(Cc2nc(-c3ccc(F)cc3)no2)CC1
    u | -10% | 2% | u | -2% | u | -4
c1ccc([C@@H]2C[C@@H]3C[C@H](N4CCN(Cc5ccccn5)CC4)C[C@@H]3CO2)cc1
    -26% | x | x | u | x | x | 21
O=C1c2cc(N3CCOCC3)nc(-c3cccc(CO)c3)c2CN1c1ccccc1
    -75%[138 µM] | 2%[172 µM] | -1%[88.5 µM] | u | -12%[87.6 µM] | 27%[87.6 µM] | 12
CCc1cccc(C)c1NC(=O)C1CCN(c2nnc(C)c3c(C)n(-c4ccccc4)nc23)CC1
    x | x | x | x | 5% | 0% | 3
Cn1ncc2c(N3CCN(S(N)(=O)=O)CC3)nc(C3CCCC3)nc21
    40µM* | 13% | i | -25% | -7% | -21% | -2
COCCCn1c(=O)c(C(=O)N2CCN(C(=O)c3ccccc3)CC2)nc2cccnc21
    -10% | x | i | i | 0% | 3% | 2
Cc1nn(C)cc1CN1CC[C@](O)(c2ccccc2)[C@H](N(C)C)C1
    i | -4% | i | 12% | -4% | -2% | 27
Cc1ccc(OCC(=O)NCC23CCCC=C2NC(=O)CC3)cc1 (centres undefined)
    -24% | x | 1% | -19% | 1% | 26% | -19
CC(=O)NCC(=O)N1Cc2ccccc2CC2(CCCN2Cc2ccccc2)C1 (centres undefined)
    -10% | x | -4% | -11% | 4% | 1% | -10
CNC(=O)[C@@H]1C[C@@H](O)CN1C1CCN(C(=O)C2CCCCC2)CC1
    1% | -8% | -26% | 5% | 11% | 66%[activator] | 2
COc1ccc(N2CCN(c3ncncc3-c3nc(-c4ccccc4)no3)CC2)cc1
    u | -12% | u | u | -3% | 48%[activator] | -13
Cc1ccccc1C(=O)N1CCCC1C(=O)N1CCCC1c1nc2ccncc2[nH]1 (centres undefined)
    i | x | i | i | 10% | 3% | 3
CCCCN(CC)CCCNC(=O)c1cc2c(=O)[nH]c3ccccc3c2n1C
    x | x | x | x | 5% | 2% | -1
O=C(CCC1CCCN(Cc2ccc(-c3ccccc3)cc2)C1)N1CCOCC1 (centres undefined)
    u | 3% | 2% | u | 2% | -23% | 14
CCc1ccc(NC(=O)C2CCCN(c3nnc(C)c4c(C)n(-c5ccccc5)nc34)C2)cc1 (centres undefined)
    x | x | x | x | -1% | -22% | 1
COc1ccc(CCNC(=O)c2c(O)nc3c(C)cccn3c2=O)cc1
    x | x | x | x | 11% | 5% | 33
O=C(O)c1ccc2c(c1)ncn2-c1ccc(F)c(F)c1
    x | x | x | x | 2% | 21% | -4
CCc1ccc(CNC(=O)CN2C(=O)NC3(CCC(C)CC3)C2=O)cc1 (centres undefined)
    -27% | -3% | i | u | -3% | -16% | -4
Cc1ccc(CNC(=O)C2CCCN(S(=O)(=O)c3ccc4c(c3)oc(=O)n4C)C2)cc1 (centres undefined)
    x | x | x | x | -11% | 5% | 8
COc1ccccc1CNC(=O)CCCn1c(=O)c2ccccc2n(CC(=O)Nc2ccc(C)cc2Cl)c1=O
    x | x | x | x | 3% | 21% | -1
Cc1ccc(-c2c(C(=O)NCc3cccs3)nc3sccn23)cc1
    -11%[138 µM] | x | i | u | -6%[87.6 µM] | 9%[87.6 µM] | 2
CC[C@H]1CN(S(=O)(=O)c2c(C)noc2C)CC[C@H]1CC(=O)N1CCOCC1
    -36%[174 µM] | -12%[172 µM] | 4%[88.5 µM] | -31%[172 µM] | 8%[87.6 µM] | 50%[activator][87.6 µM] | -6
